Assay outcomes as filed in PubChem BioAssay.
UBC9 SUMO inh: inhibitors of in vitro SUMOylation cascade, primary screen, biochemical, HTRF, uHTS | SUMO-conjugating enzyme UBC9 (Homo sapiens), P63279 | HTRF SUMOylation assay, SAE1/SAE2 + UBC9 | inhibition, % at 35 µM | 290,000 compounds, 0.36% hits | AID 2006, 2009; in the data active = inhibition above about 50%, passing the limit was not always enough; also: strong numbers were not always called active
Target sequence (P63279 whole entry, looked up): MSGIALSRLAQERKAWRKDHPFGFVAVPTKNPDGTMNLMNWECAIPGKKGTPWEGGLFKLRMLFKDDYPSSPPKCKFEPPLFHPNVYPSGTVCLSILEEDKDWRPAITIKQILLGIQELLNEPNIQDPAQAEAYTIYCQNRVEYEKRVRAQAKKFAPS
CRFBP-R2 agonist: agonists of CRF-BP/CRF-R2 complex, primary screen, cell-based, HEK293, calcium dye fluorescence, uHTS; CRF-binding protein / CRF receptor 2 complex (human); calcium dye fluorescence (FLIPR); percent of saturating CRF peptide response; activation, % at 13.2 µM; 350,000 compounds, 0.46% hits; AID 588473, 2011;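 active = activation of at least 50%, plus an integration ratio under a set limit after plate pattern correction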;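 also: plate controls were neutral control wells without compound for no effect and CRF at EC100 for full effect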
CRFBP-R2 block: antagonists of CRF-BP/CRF-R2 complex, primary screen, cell-based, HEK293, calcium dye fluorescence, uHTS | CRF-induced calcium fluorescence | inhibition, % at 11.8 µM | 350,000 compounds, 0.59% hits;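 active = inhibition of the ligand-induced calcium signal above about 50% at the single tested concentration, limit read from the data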
DNA FID counter: compounds displacing fluorescent DNA intercalator, primary screen, artefact control for HCV NS3 helicase inhibitor project, biochemical, FID fluorescence; DNA fluorescent intercalator displacement; inhibition, % at 7.9 µM; 290,000 compounds, 0.17% hits; AID 1845, 2009; in the data active = inhibition above about 37%;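 also: 0% = vehicle and 100% = reference compound; higher means more ethidium bromide displaced from hairpin DNA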
NS3 helicase inh: inhibitors of HCV NS3 helicase, primary screen, biochemical, Cy5 molecular beacon fluorescence; Hepatitis C virus NS3 helicase; NS3 helicase DNA unwinding; inhibition, % at 10.9 µM; 290,000 compounds, 0.56% hits;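 active = inhibition above the mean of all tested compounds plus 3 SD, set per campaign, cut at about 35% in these data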;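 also: 0% = DMSO wells and 100% = thioflavine S control wells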
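assay system = NS3 helicase fragment of HCV | buffer or medium = MOPS pH 6.5, MgCl2, DTT, Tween20, BSA | timing = 60 min unwinding reaction at 25 °C after ATP addition | signal = Cy5 beacon fluorescence read at start and 1 h | read-out basis = % inhibition of unwinding | control set = low DMSO, high thioflavine S at 110 µM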
MEKK2mut PB1 HTS: MEK5 binding signal on mutant MEKK2 PB1, primary screen, biochemical, multiplex bead flow cytometry, Alexa488-MEK5; Alexa488-MEK5 binding to MEKK2 mutant; percent response, % at 10 µM; 290,000 compounds, 0.35% hits; AID 1530, 2009; in the data active = percent response above about 24%, passing the limit was not always enough; also: inactives centre near 1; some results filed as inactive read as strong as hits
GalR3 antag: GalR3 antagonists in HEK293 cells, primary screen, cell-based, fluorescence readout. Galanin receptor type 3 (Homo sapiens), O60755. HEK293 GalR3-CNG cAMP membrane potential fluorescence; galR3 body fused to GalR1 C-terminus. inhibition, % at 3 µM. 360,000 compounds, 0.44% hits;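 active = inhibition above the screen-wide average plus 3 SD, cut at about 13% in these data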;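 also: forskolin and galanin both at EC90 stimulate the cells; cAMP rise reported by CNG channel membrane potential dye signal; 0% = forskolin plus galanin with DMSO and 100% = forskolin alone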
Target sequence (O60755 1-299 limits assumed): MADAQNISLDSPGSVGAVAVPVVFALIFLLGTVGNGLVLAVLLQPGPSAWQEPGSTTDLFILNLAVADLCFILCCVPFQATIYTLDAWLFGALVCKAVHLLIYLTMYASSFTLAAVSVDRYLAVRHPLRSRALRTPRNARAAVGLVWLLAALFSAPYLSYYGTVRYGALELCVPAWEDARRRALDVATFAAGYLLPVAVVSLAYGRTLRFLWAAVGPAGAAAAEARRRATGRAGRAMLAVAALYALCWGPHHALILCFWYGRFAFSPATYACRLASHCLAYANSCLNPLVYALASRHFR
MEKK3 PB1 HTS: modulators of MEKK3-MEK5 PB1 binding, primary screen, biochemical, wildtype MEKK3, multiplex bead flow cytometry, Alexa488-MEK5 | Mitogen-activated protein kinase kinase kinase 3 (Homo sapiens), Q99759 | bead-based flow cytometry, Alexa488-MEK5 binding to MEKK3; actives lie on both sides; 0 = blocked by unlabeled MEK5, 100 = vehicle | binding response (% of control), % at 10 µM | 290,000 compounds, 1.4% hits | AID 1529, 2009;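 active = binding response more than 3 SD above or below the average of its plate-row segment, actives on both sides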;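 also: Alexa488 bead fluorescence after subtracting the streptavidin-only scavenger bead signal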
Target sequence (Q99759 whole entry, looked up): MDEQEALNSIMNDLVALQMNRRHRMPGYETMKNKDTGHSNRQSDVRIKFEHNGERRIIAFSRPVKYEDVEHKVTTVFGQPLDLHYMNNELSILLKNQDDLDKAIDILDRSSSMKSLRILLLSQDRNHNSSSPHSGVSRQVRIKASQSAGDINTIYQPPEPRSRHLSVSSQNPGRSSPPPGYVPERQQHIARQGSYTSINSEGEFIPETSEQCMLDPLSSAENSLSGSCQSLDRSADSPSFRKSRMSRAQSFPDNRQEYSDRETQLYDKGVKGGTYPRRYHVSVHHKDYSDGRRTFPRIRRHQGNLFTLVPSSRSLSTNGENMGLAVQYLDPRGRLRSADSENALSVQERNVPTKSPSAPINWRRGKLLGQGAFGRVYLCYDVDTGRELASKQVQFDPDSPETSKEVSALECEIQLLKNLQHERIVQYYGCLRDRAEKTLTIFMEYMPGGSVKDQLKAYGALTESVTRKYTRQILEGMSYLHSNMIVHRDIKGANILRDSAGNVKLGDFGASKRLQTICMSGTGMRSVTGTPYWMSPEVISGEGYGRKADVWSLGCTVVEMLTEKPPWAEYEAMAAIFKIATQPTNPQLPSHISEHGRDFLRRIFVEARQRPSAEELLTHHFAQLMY
MEKK2 WT-MEK5: modulators of MEK5 binding to wildtype MEKK2, primary screen, biochemical, multiplex bead flow cytometry, Alexa488-MEK5; Mitogen-activated protein kinase kinase kinase 2 (Homo sapiens), Q9Y2U5; Alexa488-MEK5 binding to MEKK2 WT; actives lie on both sides; binding response (% of control), % at 10 µM; 290,000 compounds, 1.1% hits; in the data active = binding response below about 67% or above about 130%
Numbers without * were called inactive; / = no result given.

| Structure | UBC9 SUMO inh | CRFBP-R2 agonist | CRFBP-R2 block | DNA FID counter | NS3 helicase inh | MEKK2mut PB1 HTS | GalR3 antag | MEKK3 PB1 HTS | MEKK2 WT-MEK5 |
| --- | --- | --- | --- | --- | --- | --- | --- | --- | --- |
| COc1ccccc1N1C(=O)[C@@H]2C(C(=O)CN3C(=O)c4ccccc4C3=O)=NN[C@@H]2C1=O | 3 | -0.9 | 14 | -16 | 0 | -9 | 0 | 96 | 97 |
| CCCCCNC(=O)c1ccc2c(=O)n(CCCN3CCCC3=O)c(=S)[nH]c2c1 | -9 | -1.9 | -4 | -6 | -10 | -13 | 0 | 85 | 84 |
| C[C@@H](C(=O)N1CCNCC1)n1cc(CCC(=O)O)nn1 | 5 | -0.1 | -4 | 2 | -4 | 2 | -5 | 92 | 93 |
| O=C(COC(=O)c1cccc(S(=O)(=O)N2CCN(c3ccccc3)CC2)c1)NCC1CCCO1 (centres undefined) | 2 | -0.5 | 18 | -31 | 10 | -32 | 0 | 87 | 76 |
| COc1ccc2c(c1)CC/C(=C\c1ccc(C)o1)C2=O | 42 | 0.6 | -17 | -17 | 30 | 9 | -4 | 115 | 104 |
| Cc1ccc2[nH]ccc(=O)c2c1 | 22 | 0.7 | 4 | -4 | -1 | 4 | 3 | 103 | 99 |
| COc1ccc(CC(=O)Nc2ccc(S(=O)(=O)Nc3cc(C)on3)cc2)cc1OC | -11 | -0.8 | 17 | -7 | -6 | 3 | 3 | 101 | 102 |
| CN(CCCC1CCCC1)C(=O)c1cc(COc2ccc(F)c(F)c2)on1 | -18 | -0.5 | -4 | -30 | -13 | 11 | -3 | 102 | 104 |
| CN(C(=O)CC1C(=O)NCCN1Cc1ccc(F)c(F)c1)C1CCOCC1 (centres undefined) | 10 | 3.0 | -23 | -2 | 0 | -12 | 0 | 100 | 82 |
| O=C1c2ccccc2C(=O)N1c1ccc(Cc2ccncc2)cc1 | 28 | -0.5 | 3 | -10 | 0 | -3 | -6 | 98 | 97 |
| c1ccc(OCCOCCN2CCc3ccccc3C2)cc1 | -1 | 1.6 | 9 | 2 | -2 | -1 | 0 | 104 | 106 |
| Cn1cc([N+](=O)[O-])c(C(=O)Nc2nccs2)n1 | 13 | -0.1 | -20 | -2 | -10 | -12 | -4 | 101 | 91 |
| COc1cccc(CNC(=O)C2=C(C)C(=O)OC23CCC(C)CC3)c1 (centres undefined) | -21 | -1.0 | 27 | -13 | 3 | 2 | -2 | 106 | 106 |
| CCOC(=O)C1(Cc2cccc(OC)c2)CCCN(C(=O)CCSC)C1 (centres undefined) | 2 | -1.0 | 5 | -36 | 20 | 0 | -1 | 101 | 105 |
| COc1ccc(C)cc1NC(=O)NNC(=O)c1cc2ccccc2cc1O | 46 | 0.1 | 15 | -10 | 20 | 3 | 2 | 104 | 100 |
| O=C(Nc1ccc(Cl)cc1C(F)(F)F)C(Sc1cccc[n+]1[O-])c1ccccc1 (centres undefined) | 10 | -4.3 | -8 | -12 | 2 | 11 | 10 | 108 | 107 |
| COc1cccc(NC(=O)CCN2C(=O)c3ccccc3Sc3ncccc32)c1 | -1 | 1.9 | -6 | -6 | 1 | 2 | -1 | 97 | 101 |
| CCOC(=O)c1sc(NC(=O)c2cc(-c3ccc(C)cc3)nc3ccccc23)c(C#N)c1C | -5 | 47 | 17 | -3 | 9 | -1 | -1 | 99 | 95 |
| S=C(Nc1ccccc1Oc1ccccc1)NC1CCCC1 | -8 | 0.6 | 6 | -1 | -4 | -7 | -7 | 70 | 80 |
| CC(C)c1nc(=S)n(-c2ccccc2)[nH]1 | -19 | 1.7 | -13 | 1 | -6 | 8 | -3 | 99 | 102 |
| COc1ccc(C2C(C(=O)NCc3ccccn3)CCC(=O)N2c2cc(OC)c(OC)c(OC)c2)cc1 (centres undefined) | 10 | 4.1 | -9 | -11 | -3 | -5 | 0 | 105 | 95 |
| NC(=O)C(c1ccc(F)cc1)c1ccc(C(=O)c2ccccc2)cc1 (centres undefined) | 9 | 12 | -44 | -20 | -2 | 3 | -9 | 97 | 96 |
| N#CC1(Nc2ccccc2)C(=O)Nc2ccccc21 (centres undefined) | 16 | 0.3 | 9 | -3 | 3 | 3 | -2 | 102 | 105 |
| O=C(c1ccc(COc2ccc(Br)cc2)o1)N1N=C(C(F)F)CC1(O)C(F)F (centres undefined) | -9 | 0.2 | 23 | -11 | -13 | -2 | -4 | 108 | 107 |
| COc1ccc(NC(=O)NC2(C(=O)N3CCOCC3)CCCCC2)cc1 | 9 | -0.2 | 11 | -6 | 6 | -2 | -8 | 97 | 94 |
| CN1CCC(NC(=O)c2ccncc2)CC1 | 12 | 3.8 | -4 | -2 | 8 | -4 | -5 | 94 | 98 |
| CCOC(=O)/C(C#N)=C/C=C1/C=CC=CN1C | -20 | -0.2 | 4 | 2 | -8 | 1 | 1 | 97 | 99 |
| Cc1ccc(C(=O)Nc2ncc3c(Cl)cccc3n2)cc1 | 15 | -1.2 | -17 | -2 | -2 | 25* | -7 | 109 | 109 |
| CCCCN1CNC(=S)N(CCc2ccc(OCC)c(OCC)c2)C1 | 2 | 0.8 | -5 | -30 | -1 | 0 | -1 | 94 | 94 |
| COc1ccc(C(=O)Nn2c(SCc3cccc([N+](=O)[O-])c3)nc3ccccc3c2=O)cc1 | 1 | 1.0 | 20 | 10 | 11 | -1 | -10 | 113 | 96 |
| Cc1cccc(N2CCN(S(=O)(=O)c3ccc(-c4ccc(=O)[nH]n4)o3)CC2)c1C | 28 | 5.9 | 13 | -24 | -1 | 5 | 5 | 97 | 96 |
| Cc1cc(C(=O)C(=O)N(C)C)c(C)n1-c1ccc([N+](=O)[O-])cc1 | 12 | 2.1 | -1 | -3 | 4 | 5 | -1 | 102 | 105 |
| CC(C)Cn1c(N)c(C(=O)COC(=O)C2=COCCO2)c(=O)n(C)c1=O | / | 3.7 | -7 | -13 | 0 | 6 | -5 | 99 | 102 |
| CC(C(=O)NCC1CCCO1)n1cc([N+](=O)[O-])cn1 (centres undefined) | 10 | -1.9 | 3 | -1 | 8 | 0 | -6 | 101 | 106 |
| O=C(O)c1ccccc1-c1nc2ccccc2c(=O)n1O | 8 | 1.0 | -4 | 4 | 4 | -1 | -4 | 114 | 102 |
| O=C(CSc1nc2ccccc2c(=O)n1CC1CCCO1)NCC1CCCO1 (centres undefined) | 6 | 0.0 | 16 | -9 | -2 | -4 | -3 | 100 | 101 |
| CCN(CC)Cc1c(O)ccc2occ(C(=O)c3ccc(OC)cc3)c12 | 15 | 0.7 | -1 | -5 | -17 | 5 | -5 | 106 | 106 |
| CCC1CCCCN1CCCNC(=O)c1ccc2c(=O)n(CCOC)c(=O)[nH]c2c1 (centres undefined) | 14 | -1.1 | 3 | -5 | 1 | 0 | -7 | 102 | 99 |
| COc1ccc(CCNc2cc(C)nc3c(-c4ccccc4OC)cnn23)cc1OC | 0 | -0.3 | 15 | -28 | -41 | 6 | -7 | 110 | 108 |
| CC(C)(C)NC(=O)CSc1nnc(NC(=O)CCc2ccccc2)s1 | -3 | -1.6 | 6 | -23 | -7 | 2 | -8 | 105 | 106 |
| O=C(N/C(=C/c1cccs1)C(=O)N1CCOCC1)c1ccccc1 | 3 | 7.5 | 24 | -13 | 1 | 1 | -4 | 105 | 110 |
| Cc1cc(Br)ccc1NC(=O)C1C2CCC(O2)C1C(=O)O (centres undefined) | 0 | -2.0 | 15 | 1 | 9 | 10 | -11 | 103 | 108 |
| Fc1ccccc1Nc1nc(-c2ccncc2)nc2ccccc12 | -1 | 0.7 | -14 | -7 | -5 | 3 | -2 | 100 | 101 |
| Cc1ccccc1OCCOc1ccccc1C=C(C#N)C#N | 21 | / | / | -2 | -2 | 4 | / | 104 | 104 |
| COc1ccc2cc(Br)ccc2c1CC(=O)N(C)C | -8 | -0.8 | 8 | -20 | -6 | -2 | -2 | 96 | 96 |
| CC(C)OCC(O)CS(=O)(=O)Cc1ccccc1 (centres undefined) | 13 | -1.5 | 8 | -1 | -2 | -3 | -4 | 96 | 97 |
| COc1cc(C(=S)N2CCC(C(N)=O)CC2)ccc1O | 1 | 0.2 | -5 | 11 | -3 | 2 | 0 | 103 | 106 |
| CCOC(=O)N1CCN(CCC(=O)c2ccc(Br)cc2)CC1 | 15 | 1.3 | -2 | -6 | -7 | -6 | -7 | 101 | 100 |
| C=CCNC1=C(Cl)C(=O)N(c2ccccc2Cl)C1=O | 24 | -0.4 | -10 | 0 | -3 | -1 | -1 | 98 | 99 |
| Cc1ccc(CNC(=O)c2cc(C)nn2-c2ccccc2)cc1 | 6 | -1.0 | -14 | -7 | -1 | 18 | 7 | 115 | 116 |
| COc1ccccc1NC(=O)c1ccc(S(=O)(=O)N2CCOCC2)cc1 | -15 | 0.1 | -2 | -2 | -4 | -4 | 1 | 95 | 97 |
| CCc1cc(=O)oc2cc(OCC(=O)N3CCC[C@H]3C(=O)O)ccc12 | 4 | -1.0 | 16 | 95* | 5 | 4 | -3 | 102 | 103 |
| CC(=O)c1cccc(N=C2C(=O)Nc3ccccc32)c1 | 13 | 0.6 | -13 | 1 | -4 | -1 | -3 | 99 | 93 |
| CCc1nc2ccccc2n(CC)c1=O | 22 | -0.6 | 9 | -3 | 3 | 5 | 2 | 100 | 103 |
| COc1ccc(C(=O)NN(C)c2nc(C(F)(F)F)nc3ccccc23)cc1 | 4 | -0.4 | 30 | -12 | 11 | -6 | 1 | 84 | 85 |
| COCCCN1C(=O)N(c2ccc(F)cc2)C(=O)C1CC(=O)Nc1ccccc1 (centres undefined) | -1 | -1.1 | 0 | -4 | -8 | 2 | -10 | 103 | 102 |
| CC(=O)c1ccc(NC(=O)CCCN2C(=O)COc3ccc(C)cc32)cc1 | 8 | 12 | -30 | -31 | -5 | 1 | -1 | 98 | 98 |
| C=CCn1cnc2scc(-c3ccc(OC)cc3)c2c1=O | 5 | 1.0 | -1 | -8 | 1 | 7 | 0 | 102 | 102 |
| CCOC(=O)c1ccc(-c2c(-c3ccc4c(c3)OCO4)noc2-c2ccsc2)cc1F | 1 | 0.0 | -3 | -5 | 19 | -1 | -5 | 102 | 96 |

Rewritten field by field: part of the list above.
C=CCn1cnc2scc(-c3ccc(OC)cc3)c2c1=O
- UBC9 SUMO inh: 5
- CRFBP-R2 agonist: 1.0
- CRFBP-R2 block: -1
- DNA FID counter: -8
- NS3 helicase inh: 1
- MEKK2mut PB1 HTS: 7
- GalR3 antag: 0
- MEKK3 PB1 HTS: 102
- MEKK2 WT-MEK5: 102
COc1ccccc1NC(=O)c1ccc(S(=O)(=O)N2CCOCC2)cc1
- UBC9 SUMO inh: -15
- CRFBP-R2 agonist: 0.1
- CRFBP-R2 block: -2
- DNA FID counter: -2
- NS3 helicase inh: -4
- MEKK2mut PB1 HTS: -4
- GalR3 antag: 1
- MEKK3 PB1 HTS: 95
- MEKK2 WT-MEK5: 97

Not all compounds are listed (hit frequency here may not be typical).
